High-throughput results as filed in PubChem BioAssay.
MOR-DOR inv ag: inverse agonists of MOR-DOR heterodimerization, primary screen, cell-based, luminescence; Mu-type opioid receptor (Homo sapiens) + Delta-type opioid receptor (Homo sapiens), …; cell-based MOR-DOR heterodimer luminescence, inverse agonism; inhibition, % at 9.3 µM; actives 0.21% (n = 340,000); AID 504357, 2011; in the data active = inhibition above about 22%, passing the limit was not always enough;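 also: 0% = cells with DMSO and 100% = wells without cells with DMSO; values of inactives mirror those of a sister screen read the other way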
Mot1-301 SUMO: yeast Mot1-301 growth rescue at high temperature, primary screen, SUMOylation pathway inhibitor project, S. cerevisiae, ATP luminescence, 38.5C. S. cerevisiae Mot1-301 growth rescue; percent above DMSO median, 100 means doubled. growth rescue, % at 18.8 µM. actives 1% (n = 320,000). AID 2716, 2010;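 active = every valid replicate shows activation above 250% relative to neutral control wells; inactive = the rest, any valid replicate at or below 250%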;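 also: OY570 slx delta 5 strain wells were the positive control but not used for scaling; some compounds called inactive have numbers as strong as hits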
MOR-DOR ag: agonists of OPRM1-OPRD1 heterodimerization, primary screen, cell-based, luminescence; Mu-type opioid receptor (Homo sapiens) + Delta-type opioid receptor (Homo sapiens), …; cells; activation, % at 9.3 µM; actives 0.3% (n = 340,000); in the data active = activation above about 18%;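 also: 0% = vehicle-treated cells and 100% = reference agonist; values of inactives mirror those of a sister screen read the other way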
AddAB inh: growth inhibition of E. coli expressing H. pylori AddAB, primary screen, AddAB inhibitor project, absorbance; inhibition, % at 11.9 µM; actives 0.29% (n = 330,000); AID 435030, 2010; in the data active = inhibition above about 12%;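 also: 0% = vehicle wells of infected cells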
phage Ecoli inh: growth loss of phage-infected E. coli, primary screen, RecBCD inhibitor project, absorbance, with phage, HTS | actives 0.26% (n = 360,000) | inhibition, % at 11.9 µM | AID 651602, 2012; in the data active = inhibition above about 11%
PKA-R1A activ: activators of PKA-R1A holoenzyme, primary screen, biochemical, fluorescence polarization, Cy5-IP20, bovine R1A, mouse PKAc | activation, % at 11.4 µM | PKA-R1A dissociation; scaled: DMSO 0%, 113 µM cGMP 100% | actives 0.083% (n = 340,000) | cAMP-dependent protein kinase type I-alpha regulatory subunit (Bos taurus) + …;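 active = percent activation above the mean of all tested compounds plus 3 SD, cut at about 19% in these data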;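 also: higher means more PKAc released from R1A so a rise in polarization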
Tat export inh: E. coli Tat export inhibitors, primary screen, MC4100, TorA-mCherry reporter, fluorescence, single point; inhibition, % at 10 µM; actives 0.036% (n = 340,000); AID 488895, 2010;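 active = mean replicate inhibition at least 50% and at least half of replicates individually reaching 50%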;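 also: exported cargo escapes ClpAP degradation while cytoplasmic cargo is degraded and loses fluorescence; 0% = median of neutral control wells and 100% = median of NaSCN control wells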
Arr AP2 block: inhibitors of beta-arrestin/AP2 binding, primary screen, biochemical, GPCR trafficking, flow cytometry; beta-arrestin 1 C-terminal peptide binding to AP2 beta2-adaptin appendage (human); FITC-arrestin peptide / GST-AP2 beads; AP2 beta2 appendage carries R879A mutation; inhibition, % at 10 µM; actives 0.31% (n = 340,000); AID 504490, 2011;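 active = inhibition above a set limit, near 3 SD of compounds lacking own fluorescence, cut at about 54% in these data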;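 also: plate controls were DMSO wells for no effect and 5 µM unlabelled arrestin peptide for full effect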
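System: GST-AP2 R879A glutathione beads | Also added: FITC-arrestin peptide, 50 nM | Times: 12 min plus 1 h, RT | Signal: Bead flow cytometry, FITC channel | Buffer or medium: PBS with 0.05% Tween 20 and 0.1% BSA | Read-out basis: Percent drop in bead-associated FITC signal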
PfHsp90 yeast 2: growth inhibition of PfHsp90-expressing yeast, primary screen, antimalarial PfHsp90 inhibitor project, S. cerevisiae, BacTiter-Glo luminescence, single point, set 2. actives 0.32% (n = 310,000). BacTiter-Glo ATP, 48 h; yeast lacking PDR1 and PDR3 efflux regulators. inhibition, % at 9.4 µM;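 active = every replicate shows inhibition above about 80%, whatever the replicate mean, limit read from the data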;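 also: 0% = DMSO neutral controls and 100% = 20 µM radicicol positive controls; yeast relying on Plasmodium falciparum Hsp90 in place of its own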
Pemphigus Ab inh: inhibitors of pemphigus antibody binding to DSG3, primary screen, biochemical, bead-based, flow cytometry, scFv-GFP. Desmoglein-3 (Homo sapiens), P32926. DSG3-coupled beads, scFv-anti-DSG3-GFP binding; stronger effect = lower value. binding (percent of control), % at 10 µM. actives 0.48% (n = 310,000);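 active = binding more than 3 SD below its plate's average and above zero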;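 also: hits lower antibody fragment binding to DSG3; some compounds called inactive have numbers as strong as hits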
Target sequence (P32926 whole entry, looked up, the tested form may be a part): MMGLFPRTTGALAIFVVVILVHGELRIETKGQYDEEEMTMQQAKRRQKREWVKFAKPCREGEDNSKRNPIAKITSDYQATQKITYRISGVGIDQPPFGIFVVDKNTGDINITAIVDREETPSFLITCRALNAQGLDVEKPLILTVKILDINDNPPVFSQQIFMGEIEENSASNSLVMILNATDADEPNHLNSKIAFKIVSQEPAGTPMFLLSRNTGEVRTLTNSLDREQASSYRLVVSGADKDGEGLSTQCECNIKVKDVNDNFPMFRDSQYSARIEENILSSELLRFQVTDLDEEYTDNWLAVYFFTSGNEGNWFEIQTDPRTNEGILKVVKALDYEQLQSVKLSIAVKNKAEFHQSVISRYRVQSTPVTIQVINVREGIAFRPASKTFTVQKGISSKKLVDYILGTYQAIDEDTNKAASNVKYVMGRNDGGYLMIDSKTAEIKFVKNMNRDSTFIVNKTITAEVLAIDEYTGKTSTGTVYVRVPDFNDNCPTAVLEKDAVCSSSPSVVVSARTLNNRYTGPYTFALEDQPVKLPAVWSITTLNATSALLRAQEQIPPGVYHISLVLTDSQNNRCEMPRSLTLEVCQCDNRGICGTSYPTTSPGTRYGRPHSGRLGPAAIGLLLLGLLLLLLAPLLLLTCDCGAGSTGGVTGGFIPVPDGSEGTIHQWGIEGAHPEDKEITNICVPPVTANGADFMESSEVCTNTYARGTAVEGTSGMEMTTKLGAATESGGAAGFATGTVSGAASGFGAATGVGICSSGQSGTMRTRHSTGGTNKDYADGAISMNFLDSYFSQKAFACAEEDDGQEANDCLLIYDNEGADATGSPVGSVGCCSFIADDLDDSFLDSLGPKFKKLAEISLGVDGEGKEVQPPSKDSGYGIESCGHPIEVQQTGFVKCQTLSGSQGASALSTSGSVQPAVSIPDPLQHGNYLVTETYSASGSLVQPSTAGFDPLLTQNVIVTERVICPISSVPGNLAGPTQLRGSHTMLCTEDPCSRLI
E coli growth: E. coli V3065 growth inhibition, primary screen, counter-screen for AddAB inhibitor project, absorbance, OD600. AID 449728, 2010. 18 h. inhibition, % at 11.9 µM. actives 0.27% (n = 330,000);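 active = inhibition above the campaign's mean inhibition across all tested compounds plus 3 SD, cut at about 9.9% in these data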;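 also: uninfected addAB+ strain grown without phage in ampicillin broth; 0% = DMSO wells and 100% = ciprofloxacin 0.95 µg/ml wells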
Starred values were filed as active, the others as inactive; · = no result given.

SMILES	MOR-DOR inv ag	Mot1-301 SUMO	MOR-DOR ag	AddAB inh	phage Ecoli inh	PKA-R1A activ	Tat export inh	Arr AP2 block	PfHsp90 yeast 2	Pemphigus Ab inh	E coli growth
COc1ccc(C(=O)C2CCCN(Cc3c[nH]c4ccccc34)C2)c(OC)c1 (stereo unspecified)	-12.5	-7.6	1.7	3.0	1.2	0.8	-2.3	3.2	1.2	108.2	1.8
COc1ccc(C(C)(C)C)cc1S(=O)(=O)n1ccnc1C	7.0	10.5	-1.4	0.8	4.3	-0.5	7.9	5.2	-13.7	80.7	-3.0
COc1ccc(-c2[nH]c(-c3ccccc3)nc2SCC(=O)Nc2nccs2)cc1	2.7	-4.2	-0.5	2.9	5.6	-7.1	0.6	14.5	9.3	104.6	0.8
CCN(CC(=O)Nc1ccc(C)c(S(=O)(=O)N2CCOCC2)c1)Cc1ccccc1	4.5	·	-0.9	-1.5	0.8	-1.6	3.3	10.0	·	101.9	0.8
COc1cccc(CNC(C)(C)CO)c1OCc1ccc(Cl)cc1	19.2	-7.9	-4.1	-1.4	2.8	-15.7	-6.6	-1.3	-25.8	107.9	-1.5
COc1cc(-c2noc(CCC(=O)NC3CCCC3)n2)cc(OC)c1OC	4.6	-15.6	-0.6	2.2	2.6	-1.6	5.8	-0.2	-14.2	·	0.2
CC(C)N1C(=O)C2C(c3ccccc3O)NC(C)(C(=O)O)C2C1=O (stereo unspecified)	9.8	-7.6	-1.9	15.1*	1.2	-4.7	12.6	-0.3	-1.4	105.2	2.8
COc1cccc(OC)c1C(=O)Nc1ccccc1C(=O)N1CCCCCC1	21.3	8.3	-4.2	0.4	0.2	-1.6	-8.3	-9.0	15.0	101.6	-0.7
Cc1ccc(C(=O)Nc2ccc(N3CCN(C)CC3)cc2)cc1C	-4.1	-2.6	0.8	0.4	4.3	1.8	3.1	28.6	0.7	103.9	1.2
O=C(c1ccco1)N1CCN(Cc2ccc(F)cc2)CC1	17.0	14.0	-3.7	-0.8	0.3	0.4	-2.5	-9.9	-2.4	97.1	-1.9
CCCC(C)NC(=O)Cc1ccc(Br)cc1 (stereo unspecified)	-1.0	-5.9	0.2	4.2	2.5	0.7	-0.2	0.9	-15.5	·	-0.2
COc1ccccc1N(CC(=O)Nc1cccnc1)S(=O)(=O)c1ccccc1	-41.6	-23.7	9.0	-0.3	0.5	-4.7	-6.3	10.7	6.7	121.7	2.4
O/N=C1/CCc2nonc2/C1=N/O	19.0	-18.8	-4.6	3.8	4.1	1.6	10.5	-1.8	-34.2	·	3.4
CCOC(=O)c1cc(=O)n2nc(-c3ccc(C)cc3)nc2s1	-0.6	11.6	0.1	1.4	0.8	4.2	8.4	17.9	·	·	2.0
CNC(=S)Nc1ccc2[nH]c(=O)[nH]c2c1	-2.7	-12.5	0.6	1.3	2.0	-4.8	-4.8	-0.2	4.6	102.6	-1.4
CCOC(=O)c1cnc2ccc(OCC)cc2c1N(C)Cc1ccccc1	-50.0	19.6	9.4	5.0	4.0	-18.8	29.6	-9.3	·	113.2	0.5
CCOC(=O)CSc1nnc([C@H](C)NC(=O)OC(C)(C)C)o1	-0.9	-17.4	0.2	5.4	3.1	7.8	-5.0	-3.7	10.4	102.2	0.5
Cc1ccc(OCCCC(=O)Nc2ccc3c(c2)OCCO3)cc1	-2.6	14.0	0.5	0.9	2.5	-0.9	-6.5	-19.2	4.1	103.1	0.5
O=C(NCCCN1CCCC1=O)c1cc(S(=O)(=O)N2CCOCC2)ccc1Cl	8.4	-8.9	-2.6	-0.6	3.1	3.3	30.2	3.8	-4.7	113.5	0.4
O=C(OC1CCOC1=O)C1CCN(S(=O)(=O)c2ccccc2)CC1 (stereo unspecified)	5.4	0.1	-1.3	-0.4	1.7	5.2	-0.6	6.0	13.8	104.7	0.0
CCCN=C1N(C)C[C@@H]2[C@@H]3C(=O)N(Cc4ccccc4)C(=O)[C@@H]3[C@](Cc3ccccc3)(C(=O)OC)N12	13.5	·	-2.7	-0.2	-0.4	-8.5	-6.8	1.5	-7.2	104.9	-2.0
COc1ccc(/C=N/Nc2nnc(-c3ncc[nH]3)c3ccccc23)cc1	20.4	13.4	-4.0	0.5	·	-5.6	-8.0	-0.4	-9.3	96.0	-2.2
Cc1cccc(C(=O)NC2=NCCS2)c1	-7.9	26.1	1.4	2.4	5.0	-15.1	1.0	2.7	6.9	110.3	0.0
COc1ccc(-c2cc(C(F)(F)F)n3nc(C(=O)O)cc3n2)cc1OC	14.7	7.1	-2.5	0.0	1.8	-5.0	-5.3	19.6	-3.0	109.7	-1.1
Cc1cccc(C)c1NC(=O)CN1CCc2ccccc2C1	2.1	8.0	-0.4	-1.2	3.3	4.1	3.4	-7.2	13.3	122.9	-0.3
CN(C)C(=O)CSc1nc(-c2cccs2)c(-c2cccs2)[nH]1	9.7	87.0	-1.8	-0.2	1.4	-0.8	-6.8	-9.3	-9.8	100.2	-1.5
C/C(=C\c1ccc(C)o1)C(=O)c1c(C)cc(C)[nH]c1=O	-4.3	-1.1	0.6	1.1	4.5	5.2	-3.0	6.4	-28.0	97.6	-0.9
O=C(CSCc1ccccc1Br)N/N=C/c1ccc2c(c1)OCO2	-18.4	55.5	3.4	-0.3	2.3	0.7	9.0	0.5	3.4	110.5	0.8
COc1cc(C(=O)NCCCNc2nc3cc(C)cc(C)c3cc2C#N)cc(OC)c1OC	9.2	-20.6	-1.8	0.2	2.0	-6.5	0.6	19.0	-11.5	103.1	0.1
CC(C)C(=O)NC(=S)Nc1ccccn1	7.3	67.2	-1.2	1.5	2.2	-0.3	-7.1	-1.0	-2.4	92.3	1.9
CCN(Cc1ccccc1)C(=O)CN1C(=S)NC(C)(C)CC1C (stereo unspecified)	2.8	-5.5	-0.4	-3.8	3.2	-7.5	-6.5	-4.7	-6.5	95.2	-3.3
Cc1c(CC(=O)N2C[C@H]3C[C@@H](C2)c2cccc(=O)n2C3)c(=O)oc2cc3occ(C(C)(C)C)c3cc12	14.7	-12.1	-2.9	2.2	2.3	0.9	-2.4	-1.0	-1.0	102.2	-2.5
Cc1cc(C)cc(NC(=O)Nc2ccc3c(c2)CCC3)c1	-14.7	-0.1	2.1	1.5	0.7	-8.1	-1.1	5.4	17.3	92.8	1.3
CCC(=O)N(Cc1ccco1)c1nc(-c2ccc(OC)cc2)cs1	-0.1	·	0.0	0.6	2.7	4.8	-8.6	-1.6	8.1	98.1	-2.8
COc1cc(O)c2c(=O)cc(-c3ccccc3)oc2c1	13.8	-0.3	-2.7	0.0	0.6	-3.3	1.3	0.1	-17.9	103.0	-2.8
O=C(CCc1ccccc1F)N1CCN(c2ccccc2)CC1	2.1	-10.6	-0.4	·	-0.9	-0.8	6.7	3.7	17.9	100.4	·
COc1ccccc1-c1csc2ncnc(Sc3nnnn3C)c12	11.5	-5.7	-2.1	-0.8	2.1	5.4	11.5	0.1	·	103.2	-0.1
CCOC(=O)/C(=C/c1ccc(F)cc1)NC(C)=O	8.4	-18.8	-1.4	-0.9	2.8	4.8	-4.5	34.5	-10.7	99.1	-1.9
Cc1nn(-c2ccccc2)c(N)c1C1(O)C(=O)Nc2ccccc21 (stereo unspecified)	27.0	8.4	-5.2	-0.8	1.5	-8.2	-6.9	0.1	-1.2	94.6	-1.1
CCn1c(Cc2c(C)[nH]c3ccccc23)nnc1SCC(=O)NCc1ccco1	4.2	-16.5	-1.0	2.2	1.7	-4.7	-1.4	7.1	12.9	105.5	-0.3
CCCCCn1c(=S)[nH]c2ncccc2c1=O	8.8	-6.8	-1.4	-0.2	1.5	-13.9	-9.1	5.6	-14.4	98.7	-1.5
Cc1cccc(NC(=O)c2sc3nc(-c4ccc(F)cc4)cn3c2C)n1	-11.0	-2.9	2.3	0.9	4.2	1.1	-0.8	-0.6	-13.8	97.6	-1.9
CC(C)CN(Cc1c(O)ccc2ccccc12)CC(C)C	-22.5	6.1	4.0	1.4	5.8	-1.8	13.6	-9.1	-7.6	97.6	2.0
Cc1ccc(CNC(=O)c2ccc(Cl)c(S(=O)(=O)N3CCCCC3)c2)cc1	12.1	3.1	-3.0	0.6	1.9	-13.9	4.0	26.3	·	100.4	-0.9
CCOC(=O)N1CCN(S(=O)(=O)c2ccc3c(c2)CCN3C(=O)C2CC2)CC1	-0.5	195.7	0.1	1.7	0.4	-11.0	27.1	-1.1	5.2	104.7	2.5
COC(=O)c1sc(NC(=O)CSc2nnc(C(C)C)n2C)nc1C	7.9	-5.8	-1.5	1.7	5.1	3.1	-6.2	7.7	-25.3	98.7	-1.8
COc1ccc(CCNC(=O)COc2ccc(C)nc2[N+](=O)[O-])cc1	11.5	-9.6	-2.1	4.5	3.8	2.4	-0.8	13.2	22.6	100.6	1.9
CC1(C)SC(=Nc2ccccc2)N(S(=O)(=O)c2ccccc2)C1=O	15.5	-5.8	-2.9	-0.5	3.2	-2.6	4.6	10.5	-29.2	113.1	0.6
Cc1cc(C(=O)c2ccc3ccccc3c2)c(C)o1	·	6.8	·	0.3	1.5	·	·	31.1	·	104.7	-1.2
CC(NC(=O)c1cncc(Br)c1)c1ccc(S(N)(=O)=O)cc1 (stereo unspecified)	4.3	-10.9	-0.7	1.8	1.6	-6.4	-1.9	28.6	12.5	·	-1.1
COc1ccc(CNC(=S)Nc2ccc(Br)cc2)cc1	-16.2	37.1	3.2	0.4	6.5	6.3	-0.1	-4.4	3.6	116.1	0.1
CN(C)S(=O)(=O)c1ccc(Cl)c(C(=O)Nc2cccc([N+](=O)[O-])c2)c1	2.6	4.1	-0.5	0.9	-0.9	2.9	4.8	9.5	11.9	99.7	-0.2
O=C(CO/N=C/c1ccc(OC(F)F)cc1)NCc1cccs1	11.3	1.6	-2.1	7.4	4.2	1.5	0.4	-5.3	-28.1	90.7	1.1
